STAT3 inh – IL-6 driven STAT3 reporter inhibitors, primary screen, U3A cells, luciferase, luminescence, MLSCN library | IL-6 STAT3-luciferase reporter; host cell line lacks STAT1 | inhibition, % at 5.5 µM | hit rate 0.89% among 190,000;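 active = inhibition above the mean inhibition across all screened compounds plus 3 SD, cut at about 44% in these data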;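 note: 0% = DMSO only wells and 100% = 100 µM nifuroxazide control wells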
G6PDH CS – L. mesenteroides G6PDH inhibitors, counter-screen for G6PDH-coupled screening assays, biochemical, Leuconostoc mesenteroides enzyme. glucose-6-phosphate dehydrogenase [Leuconostoc mesenteroides]. Purified L. mesenteroides G6PDH, diaphorase/resazurin coupled fluorescence, 45 min. inhibition, % at 5 µM. hit rate 0.12% among 200,000; in the data active = inhibition above about 50%
TLR4 MyD88 comp – inhibitors of TLR4-MyD88 association in cells, primary screen, cell-based, HeLa CL3-4, BLA complementation, FRET ratio | Toll-like receptor 4 (Homo sapiens) + Myeloid differentiation primary response protein … | HeLa CL3-4 TLR4/MyD88 BLA complementation | inhibition, % at 8.4 µM | hit rate 0.18% among 200,000; in the data active = inhibition above about 25%;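 note: 0% = vehicle and 100% = reference inhibitor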
Target sequence (O00206 whole entry, looked up): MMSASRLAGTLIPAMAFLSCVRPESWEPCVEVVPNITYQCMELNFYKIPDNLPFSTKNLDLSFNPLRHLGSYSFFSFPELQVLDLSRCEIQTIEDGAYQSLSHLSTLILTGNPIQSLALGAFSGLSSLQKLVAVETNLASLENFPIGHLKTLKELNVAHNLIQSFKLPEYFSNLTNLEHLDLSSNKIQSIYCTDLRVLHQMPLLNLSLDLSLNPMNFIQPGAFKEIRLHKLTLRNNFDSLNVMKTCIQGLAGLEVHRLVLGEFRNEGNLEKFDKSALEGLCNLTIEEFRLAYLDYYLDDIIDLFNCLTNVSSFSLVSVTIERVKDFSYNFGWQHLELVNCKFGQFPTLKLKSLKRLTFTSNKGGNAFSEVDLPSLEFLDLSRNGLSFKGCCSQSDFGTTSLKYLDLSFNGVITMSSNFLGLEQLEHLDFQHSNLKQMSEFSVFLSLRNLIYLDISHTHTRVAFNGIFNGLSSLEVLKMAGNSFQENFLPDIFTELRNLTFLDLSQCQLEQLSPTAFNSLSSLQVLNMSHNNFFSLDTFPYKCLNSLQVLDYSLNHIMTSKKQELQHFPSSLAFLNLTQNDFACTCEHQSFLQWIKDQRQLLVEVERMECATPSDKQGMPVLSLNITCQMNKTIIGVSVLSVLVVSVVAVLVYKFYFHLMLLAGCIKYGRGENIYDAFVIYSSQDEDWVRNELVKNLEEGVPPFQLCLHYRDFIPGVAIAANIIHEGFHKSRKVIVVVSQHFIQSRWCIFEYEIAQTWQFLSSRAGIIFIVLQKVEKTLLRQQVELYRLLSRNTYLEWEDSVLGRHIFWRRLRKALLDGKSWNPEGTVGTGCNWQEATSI
Target sequence (Q99836 whole entry, looked up): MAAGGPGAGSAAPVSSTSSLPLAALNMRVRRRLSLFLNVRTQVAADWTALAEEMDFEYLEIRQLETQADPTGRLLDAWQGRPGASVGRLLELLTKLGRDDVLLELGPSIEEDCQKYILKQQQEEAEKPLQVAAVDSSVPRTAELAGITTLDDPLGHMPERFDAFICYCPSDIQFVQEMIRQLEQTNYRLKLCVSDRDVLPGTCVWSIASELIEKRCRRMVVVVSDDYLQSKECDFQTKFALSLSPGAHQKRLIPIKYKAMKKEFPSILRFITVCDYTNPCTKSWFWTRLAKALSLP
STAT3 activator – IL-6 driven STAT3 reporter potentiators, primary screen, U3A cells, luciferase, luminescence, MLSCN library; IL-6 STAT3-luciferase reporter; 100% = signal with IL-6 EC80 alone; activation (% of control), % at 5.6 µM; hit rate 0.91% among 190,000; AID 871, 2007;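 active = activation above the screen-wide mean of compound activation plus 3 SD, cut at about 130% in these data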;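 note: 0% = background luminescence of wells with medium and substrate only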
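Test system: human U3A cells carrying STAT3-luciferase construct; control set: IL-6-only wells as 100% reference; timing: compound pre-incubation 1 h before IL-6, then 6 h stimulation at 37 °C; also added: IL-6 stimulus at 33 ng/mL final; evaluation: % activation versus median of IL-6-stimulated wells; detection: reporter luminescence signal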
Diaph inh CS – diaphorase inhibitors and chemical oxidizers, primary screen, counter-screen for diaphorase-coupled primary assays, biochemical, uHTS, resorufin fluorescence. inhibition, % at 20 µM. hit rate 0.69% among 190,000. diaphorase resazurin-to-resorufin fluorescence, NADH, 16 min; bacterial (C. kluyveri) enzyme, not human;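 active = primary screen inhibition at 20 µM above a set limit, cut at about 50% in these data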;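 note: plate controls were DMSO with full reaction for no effect and wells lacking NADH for full effect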
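Assay system: diaphorase enzyme from Clostridium kluyveri; Input: enzyme working solution with 0.14 U/mL diaphorase; Timing: 16 min at room temperature; Technique: resorufin fluorescence, excitation 544 nm, emission 590 nm; Benchmarks: positive control minus NADH, DMSO neutral control.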
APP 5UTR inh – inhibitors of APP translation via 5'UTR reporter, primary screen, APP 5'UTR luciferase, SH-SY5Y cells; SH-SY5Y APP 5'UTR-luciferase reporter, luminescence; inhibition, % at 2 µM; hit rate 0.82% among 190,000; AID 1285, 2008;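 active = inhibition above a set limit, derived from the sample mean plus 3 SD, cut at about 45% in these data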; note: values of inactives mirror those of a sister screen read the other way
Diaph act CS – compounds boosting diaphorase resazurin reduction – biochemical, uHTS, resorufin fluorescence, counter-screen for diaphorase-coupled primary assays, primary screen; Diaphorase/resazurin coupled assay, 16 min; active compounds read high; 1 = vehicle wells, 0 = NADH-free wells; activation factor at 20 µM; hit rate 0.005% among 190,000; AID 1229, 2008;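 active = diaphorase activity raised at least twofold by the compound at 20 µM; inactive = activation factor below 2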
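Material: purified diaphorase enzyme from Clostridium kluyveri; Also added: 0.114 mM NADH and 0.1 mM resazurin, final amounts; Doses: single compound dose of 20 µM, 1% DMSO final; Times: 16 min enzyme reaction, ambient temperature; Detection: resorufin fluorescence, excitation 544 nm, emission 590 nm; Measure: increased resorufin signal from activators or reducing compounds.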
STAT1 inh – STAT1 signaling inhibitors, primary screen, cell-based, HTS, luciferase reporter | inhibition, % at 5.5 µM | hit rate 0.35% among 200,000 | AID 920, 2007 | NIH 3T3 STAT1-luciferase reporter, IFN-gamma, luminescence;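 active = inhibition above a set limit, the mean inhibition across all tested compounds plus 3 SD, cut at about 34% in these data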;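 note: 0% = IFN-gamma with DMSO and 100% = IFN-gamma with 300 µM nifuroxazide; values of inactives mirror those of a sister screen read the other way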
Hsp70 activator – Hsp70 transcriptional activators, primary screen, cell-based, HeLa, Hsp70 promoter luciferase, luminescence, 10 µM; HeLa Hsp70 promoter luciferase reporter; scaled: vehicle 0, proteasome-inhibitor control 100%; activation, % at 10 µM; hit rate 0.04% among 200,000;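 active = activation above the mean across all tested compounds plus 3 SD, cutoff set per campaign, cut at about 5.5% in these data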;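 note: 100% = MG132 at 30 µM as the positive control and 0% = DMSO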
STAT1 act – STAT1 signaling activators, primary screen, cell-based, HTS, luciferase reporter | NIH 3T3 STAT1-luciferase reporter, IFN-gamma, luminescence; 100% = IFN-gamma alone, no compound | activation (% of control), % at 5.5 µM | hit rate 2.6% among 200,000 | AID 932, 2007;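 active = activation above the screen-wide mean activation plus 3 SD, cut at about 130% in these data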;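 note: raw ratio to IFN-gamma control signal so 100% means no change and 0% no light; values of inactives mirror those of a sister screen read the other way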
Numbers without * were called inactive; . = not tested or not shown.

SMILES	STAT3 inh	G6PDH CS	TLR4 MyD88 comp	STAT3 activator	Diaph inh CS	APP 5UTR inh	Diaph act CS	STAT1 inh	Hsp70 activator	STAT1 act
Cc1cc(C(=O)N2CCN(S(C)(=O)=O)CC2)cs1	-1	1	21	104	7	4	0.9	5	-0.1	94
O=C(CC1CCCCC1)Nc1ncn[nH]1	-4	11	10	104	14	-1	0.9	3	0.0	98
c1cncc(CSc2nnc3ccc(-c4cccs4)nn23)c1	22	5	1	85	-2	6	1	-9	-0.1	105
CCOC(=O)c1cc(NC(=O)N(C(C)C)C(C)C)c(C)nc1C	-6	-4	5	105	5	.	1	2	-0.2	96
C=CCOc1ccccc1CN1CCCC(CCC(=O)N(C)CCc2ccccn2)C1 (centres undefined)	6	15	10	100	23	0	0.8	-1	1.3	99
COc1cccc(NC(=O)CSc2nnc(CN3CCOCC3)n2C)c1	4	2	4	100	3	12	1	-9	-0.1	108
CC(=O)Nc1ccccc1C(=O)C(=O)Nc1ccccc1	2	2	13	94	-4	-23	1	-10	-0.3	109
O=C(N/N=C/c1ccccn1)c1cc(-c2ccccc2Cl)n[nH]1	7	7	6	100	6	9	0.9	-34	-0.4	128
Cc1ccc(CN2C(=O)CCC2C(=O)NCc2ccco2)cc1 (centres undefined)	12	6	-5	96	7	7	0.9	3	-0.5	97
CNC(=S)NNC(=O)COc1ccc(C)c(C)c1	6	-5	6	97	13	-6	0.9	-11	-0.2	110

Two records drawn at random from those above:
SMILES	STAT3 inh	G6PDH CS	TLR4 MyD88 comp	STAT3 activator	Diaph inh CS	APP 5UTR inh	Diaph act CS	STAT1 inh	Hsp70 activator	STAT1 act
C=CCOc1ccccc1CN1CCCC(CCC(=O)N(C)CCc2ccccn2)C1 (centres undefined)	6	15	10	100	23	0	0.8	-1	1.3	99
CNC(=S)NNC(=O)COc1ccc(C)c(C)c1	6	-5	6	97	13	-6	0.9	-11	-0.2	110

The results go on:
SMILES	STAT3 inh	G6PDH CS	TLR4 MyD88 comp	STAT3 activator	Diaph inh CS	APP 5UTR inh	Diaph act CS	STAT1 inh	Hsp70 activator	STAT1 act
Cc1nn(Cc2ccc(F)cc2)c(C)c1NC(=O)c1cnn2c1NC(c1cccs1)CC2C(F)(F)F (centres undefined)	3	8	-2	98	12	-4	0.9	5	0.2	95
N/C(=N\OC(=O)c1ccc2c(c1)OCO2)c1ccc([N+](=O)[O-])cc1	3	2	-4	101	-3	-49	1	-34	-0.1	129*
Fc1ccc(NCc2nnc(SCc3ccccc3)o2)cc1	5	15	3	100	16	-4	0.8	-3	-0.3	102
COc1ccc(NC(=O)CN2CCC(C(N)=O)(N3CCCCC3)CC2)cc1	7	-3	1	94	10	.	0.9	0	-0.3	100
CCOC(=O)C1=C(C)Nc2sc(C(=O)c3ccc(Br)cc3)c(N)c2C1c1ccc(C(=O)OC)cc1 (centres undefined)	2	-3	7	97	16	-3	0.8	-15	-0.3	114
COc1ccc([N+](=O)[O-])cc1N(CC(=O)NCC1CCCO1)S(C)(=O)=O (centres undefined)	-5	6	-7	107	7	-6	0.9	-2	-0.5	102
COc1cc(/C=N/NC(=O)C23CC4CC(CC(C4)C2)C3)cc(Br)c1O	6	4	4	102	22	-26	0.8	-3	-0.1	103
CC(=O)Nc1ccc(S(=O)(=O)N(Cc2ccccc2)C(C)C)cc1	11	7	-6	95	14	-3	0.9	13	0.0	88
OC1CCCN(Cc2ccccc2)C1 (centres undefined)	8	2	-17	99	4	-13	1	-4	-0.2	104
CCOc1ccc(OCC)c(NC(=O)CN2CCN(c3cccc(C)c3C)CC2)c1	4	6	-11	101	39	-27	0.6	-4	-0.4	102
Cn1c(SCC(=O)Nc2ccccc2F)nnc1-c1cccnc1	-10	-13	-5	108	11	-5	0.9	-7	-0.3	108
Cc1cc(OCC(=O)Nc2ccc(S(=O)(=O)N3CCN(C)CC3)cc2)cc(C)c1Cl	-3	-37	-1	106	28	-14	0.7	11	-0.3	90
Cc1ccc(S(=O)(=O)NNC(=O)C(=O)NNc2ccccn2)cc1	8	-2	3	101	40	-9	0.6	3	0.0	94
c1ccc(-n2cnc3cc(NCc4ccco4)ccc32)cc1	-7	4	-1	108	23	-86	0.8	-53	-0.1	147*
COc1ccc(C(=O)N/N=C(\C)CC(=O)N2CCN(C=O)CC2)cc1	-15	-3	3	111	-4	0	1	-1	0.1	101
CCC(=O)N1CCc2cc(S(=O)(=O)Nc3ccc4c(c3)OCCO4)ccc21	47*	1	-5	64	11	6	0.9	21	-0.4	81
O=C(O)CSCC(=O)Nc1cc(C(F)(F)F)ccc1Cl	5	8	-1	99	16	-4	0.8	-2	-0.1	102
CNC(=S)N(CCc1c(C)[nH]c2ccc(Cl)cc12)Cc1cccs1	17	-8	-15	93	21	1	0.8	4	0.0	96
O=C(Cc1ccc(Cl)cc1)Nc1ccc(S(=O)(=O)Nc2cnc3ccccc3n2)cc1	-3	5	11	104	7	8	0.9	0	-0.4	100
CCOC(=O)C1=NNC(C(=O)c2ccc(Cl)cc2)C1c1ccc(OC)cc1 (centres undefined)	4	6	-2	98	0	-21	1	-4	-0.2	104
Cc1sc(NC(=O)C2CCCO2)c(C(N)=O)c1C (centres undefined)	16	4	-4	89	12	14	0.9	2	-0.1	96
Cc1ccc(CCP(=O)(O)CN2CCOCC2)cn1	-1	-10	-1	104	12	-13	0.9	5	-0.4	96
CCN(CC)S(=O)(=O)c1cccc(C(=O)N2CC(O)CC2C(=O)O)c1 (centres undefined)	1	15	6	102	-28	25	1.3	2	-0.6	95
Cc1ccsc1C=Nc1ccc(O)cc1	0	34	-8	104	40	-6	0.6	-3	0.4	102
N#CC1=C(S)N(c2ccccc2)C(c2ccc(-c3ccccc3Cl)o2)NC1=O (centres undefined)	2	-1	1	99	31	-15	0.7	0	-0.4	100
COCc1cc(S(=O)c2ccc(Cl)cc2)nc(C)n1 (centres undefined)	-4	16	17	109	-3	-8	1	8	0.1	91
CCCC1CC(C)(c2csc(Nc3ccc(OCC)cc3)n2)OC1=O (centres undefined)	5	-3	-2	99	34	10	0.7	-3	-0.7	104
CSCc1ccc(C(=O)NCc2ccc(C)cc2)cc1	-12	2	0	108	10	1	0.9	-6	0.0	106
COc1ccc(C2NCCc3c2[nH]c2ccccc32)cc1CSc1nc2ccccc2s1 (centres undefined)	-18	11	-3	115	-28	6	1.3	10	-0.3	92
CCOc1c(Cl)cc(CNCc2ccccn2)cc1OC	6	3	9	101	4	10	1	-5	-0.4	102
O=C(c1ccco1)N1CCN(S(=O)(=O)Cc2ccc(Cl)cc2)CC1	4	-1	-6	98	0	-6	1	3	-0.2	99
CN(C)/C=C\C(=C/C(=O)C(F)(F)F)Nc1ccccc1Oc1ccccc1	6	6	-9	99	4	-10	1	10	0.0	88
CC(=O)c1ccc(N2CCN(C(=O)Nc3ccc(C(C)C)cc3)CC2)cc1	33	2	2	74	21	19	0.8	9	-0.3	90
CCc1ccccc1NC(=S)N(CCc1ccncc1)C(C)C	-1	1	6	105	10	-4	0.9	-7	0.3	104
CCc1ccccc1NC(=O)CN1CCC(NC(=O)COC)CC1	8	6	10	97	11	-12	0.9	6	0.3	95
Cc1nccn1-c1ccc(C=O)cc1	9	2	-14	94	9	-8	0.9	-3	-0.1	101
COc1ccc(NCC(=O)Nc2ccccc2C#N)cc1Cl	10	5	2	96	16	15	0.8	-3	-0.1	102
CC(=O)c1ccc(N(C)C)cc1	-10	0	9	106	16	-2	0.8	-8	-0.2	108
CCOC(=O)Cn1c(=O)oc2cc(S(=O)(=O)Nc3cccc(C)c3)ccc21	13	0	-7	97	22	12	0.8	6	0.0	94
COc1ccc(C(c2nnnn2CS(=O)(=O)c2ccc(C)cc2)N2CCN(c3ncccn3)CC2)cc1 (centres undefined)	-8	6	7	110	29	-23	0.7	7	0.0	95
Cc1cc(C)c(S(=O)(=O)Nc2ccc3[nH]c(=O)[nH]c3c2)c(C)c1	2	5	3	100	13	-15	0.9	8	-0.4	90
CCC(O)C1CCN(C(=O)c2cc(COc3ccc4ncccc4c3)on2)CC1 (centres undefined)	84*	11	-4	32	.	4	.	33	-0.1	68
COc1ccc(-c2ccc3c(N)c(C(=O)c4ccc(OC)c(OC)c4)sc3n2)cc1	6	-1	27*	94	5	14	0.9	-5	-0.5	105
Cc1cc(C)c2c(N)c(C(=O)c3ccc(Cl)cc3Cl)sc2n1	-1	-14	11	101	7	.	0.9	-11	-0.5	110
CCCCOc1ccc(NC(=O)CN2CCN(C(=O)OCC)CC2)cc1	2	2	-11	103	12	9	0.9	0	-0.2	100
CCN(CC)CCN1C(=O)c2oc3ccccc3c(=O)c2C1c1cccc(Br)c1 (centres undefined)	10	5	5	97	14	-5	0.9	0	-0.3	100
CCn1cc(C(=O)N2CC=C(c3ccccc3)CC2)c(=O)c2ccc(C)nc21	4	8	11	99	3	8	1	-16	-0.4	114
Cn1c(SCCOc2ccccc2Cl)nnc1-c1ccncc1	9	1	-1	95	10	-6	0.9	12	-0.5	93
CC(C)(C)n1nnnc1CN(Cc1ccc(F)cc1)Cc1ccco1	1	-14	-13	103	10	1	0.9	2	-0.4	98
O=C(NC1C2CC3CC(C2)CC1C3)C1CC1 (centres undefined)	2	14	6	101	7	-6	0.9	4	0.2	95
Cc1cccc2cc(CNC3CCCC3)c(Cl)nc12	-3	12	-3	107	-4	-4	1	-12	-0.4	109

Record cards, as listed above. Values in the order: STAT3 inh	G6PDH CS	TLR4 MyD88 comp	STAT3 activator	Diaph inh CS	APP 5UTR inh	Diaph act CS	STAT1 inh	Hsp70 activator	STAT1 act
Record of Cc1cc(C)c(S(=O)(=O)Nc2ccc3[nH]c(=O)[nH]c3c2)c(C)c1 : 2	5	3	100	13	-15	0.9	8	-0.4	90
Record of O=C(NC1C2CC3CC(C2)CC1C3)C1CC1 (centres undefined) : 2	14	6	101	7	-6	0.9	4	0.2	95
Record of COc1ccc(-c2ccc3c(N)c(C(=O)c4ccc(OC)c(OC)c4)sc3n2)cc1 : 6	-1	27*	94	5	14	0.9	-5	-0.5	105

Screening results: PubChem BioAssay, several laboratories
